# Screening data (PubChem BioAssay)
# RGS7-Gao = modulates binding of RGS7 to human Galphao | P09471 | Multiplexed bead flow cytometry; actives lie on both sides | binding response (% of control), % at 10 µM | 220,000 tested, 0.35% active | AID 1439; in the data active means binding response below about 49% or above about 150%; inconclusive means no clear call, values can overlap the other calls; inactive means in between;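 further: fluorescent Galphao held in activated GDP-AlF4 state binding bead-coupled RGS7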
# Target sequence (P09471 whole entry, looked up): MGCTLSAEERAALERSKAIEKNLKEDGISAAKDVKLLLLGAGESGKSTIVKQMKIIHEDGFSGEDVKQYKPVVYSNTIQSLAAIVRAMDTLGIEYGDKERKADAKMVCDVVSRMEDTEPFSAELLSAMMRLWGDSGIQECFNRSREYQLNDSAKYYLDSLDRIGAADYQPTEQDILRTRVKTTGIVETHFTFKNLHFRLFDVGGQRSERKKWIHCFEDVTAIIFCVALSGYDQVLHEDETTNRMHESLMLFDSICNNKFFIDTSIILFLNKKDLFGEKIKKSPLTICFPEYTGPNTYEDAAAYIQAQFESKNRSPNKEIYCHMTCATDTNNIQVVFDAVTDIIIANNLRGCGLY
# Bim-Mcl-1 = disrupts Bim peptide binding to human Mcl-1; AID 1009; 190,000 tested, 0.1% active; Bead-based flow cytometry, Bim peptide-Mcl-1 binding; Q07820; inhibition, % at 10 µM;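 further: 0% = no compound tracer wells and 100% = peptide blocker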
# Bcl-W Bim block = human Bim-Bcl-W interaction inhibition | 190,000 tested, 0.02% active | bead-based flow cytometry, Bim peptide-Bcl-W binding | Q92843 | inhibition, % at 10 µM;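 further: 0% = bound tracer without compound and 100% = peptide blocker; higher means less fluorescent Bim peptide bound to Bcl-W beads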
# ABCG2 inh = blocks JC-1 efflux by human ABCG2 transporter; Q9UNQ0; IgMXP3 cells, flow cytometry; inhibition, % at 6.6 µM; 190,000 tested, 0.1% active; AID 1325;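 active means inhibition above 80%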;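 further: 0% = DMSO and 100% = nicardipine control wells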
#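 Test system: IgMXP3 cells (ABCG2) mixed with DDAO far-red-labelled CCRF-Adr cells (ABCB1). Reagent: JC-1 transporter substrate. Compound dosing: single test compound dose, 6.6 µM final. Times: 10 min compound exposure, 25 °C. Detection: flow cytometry of retained JC-1 fluorescence. Read-out basis: efflux inhibition in percent versus controls. Controls: nicardipine and DMSO wells.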
# Bim-Bcl-B = human Bim-Bcl-B interaction inhibition. bead-based flow cytometry, Bim peptide-Bcl-B binding. inhibition, % at 10 µM. 190,000 tested, 0.073% active;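 further: 0% = tracer peptide without compound and 100% = reference inhibitor peptide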
# Target sequence (Q9HD36 whole entry, looked up): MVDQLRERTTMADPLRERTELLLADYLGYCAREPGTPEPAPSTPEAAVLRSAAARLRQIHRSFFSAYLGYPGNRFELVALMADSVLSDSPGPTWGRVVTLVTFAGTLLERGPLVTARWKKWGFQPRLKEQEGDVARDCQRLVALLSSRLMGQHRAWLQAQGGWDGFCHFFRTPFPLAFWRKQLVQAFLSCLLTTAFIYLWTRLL
# RGS8-Gao = human RGS8-Galphao interaction regulation; AID 1423; multiplexed bead flow cytometry, RGS8-Galphao binding; actives lie on both sides; response (percent of control binding), % at 10 µM; 220,000 tested, 0.34% active; P09471; in the data active means response below about 60% or above about 140%; inactive means in between;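 further: Galphao activated as the GDP aluminium fluoride complex binding bead-coupled RGS8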
# Bim-Bcl-XL = disrupts Bim peptide binding to human Bcl-XL; 190,000 tested, 0.04% active; bead flow cytometry, fluorescence; AID 1007; inhibition, % at 10 µM; Q07817
# Target sequence (Q07817 whole entry, looked up): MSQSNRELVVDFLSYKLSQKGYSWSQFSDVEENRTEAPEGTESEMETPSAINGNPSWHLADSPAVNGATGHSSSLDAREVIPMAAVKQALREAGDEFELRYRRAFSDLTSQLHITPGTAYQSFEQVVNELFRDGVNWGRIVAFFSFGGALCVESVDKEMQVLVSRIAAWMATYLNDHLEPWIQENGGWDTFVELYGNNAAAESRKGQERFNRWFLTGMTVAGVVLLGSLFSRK
# RGS4-Gao reg = modulates binding of RGS4 to human Galphao; binding response (% of control), % at 10 µM; AID 1415; P09471; 220,000 tested, 0.33% active; Multiplexed bead flow cytometry; actives lie on both sides; in the data active means binding response below about 49% or above about 150%; inactive means in between;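 further: fluorescent Galphao activated with aluminum fluoride binding bead-coupled RGS4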
# Bcl-2 Bim block = human Bim-Bcl-2 interaction inhibition | Bead-based flow cytometry, Bim peptide-Bcl-2 binding | AID 950 | 190,000 tested, 0.06% active | P10415 | inhibition, % at 10 µM; in the data active means inhibition above about 40%; inconclusive means no clear call, values can overlap the other calls;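 further: 0% = no compound wells with probe peptide and 100% = reference peptide inhibitor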
# Target sequence (P10415 whole entry, looked up): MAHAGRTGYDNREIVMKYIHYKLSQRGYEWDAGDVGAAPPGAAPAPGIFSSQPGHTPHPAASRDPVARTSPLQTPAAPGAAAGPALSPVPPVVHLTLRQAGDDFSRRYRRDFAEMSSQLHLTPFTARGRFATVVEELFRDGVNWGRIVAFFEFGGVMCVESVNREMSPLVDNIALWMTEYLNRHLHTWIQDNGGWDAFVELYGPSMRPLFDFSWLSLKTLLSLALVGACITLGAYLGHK
# Bfl-1 Bim block = disrupts Bim binding to human Bfl-1; Bead-based flow cytometry, Bim-Bfl-1 binding inhibition; inhibition, % at 10 µM; 190,000 tested, 0.12% active; AID 1008;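 further: 0% = wells without compound plus tracer and 100% = blocker peptide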
# ABCB1 block = inhibitors of human ABCB1 transporter, ABCG2 counter-screen | CCRF-Adr cells, JC-1 efflux, flow cytometry | inhibition, % at 6.6 µM | 190,000 tested, 0.067% active | AID 1326; in the data active means inhibition above about 40%;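 further: 0% = vehicle and 100% = reference inhibitor; higher value means more JC-1 retained so stronger ABCB1 efflux block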
# The depositor's hits bear a star; ? = inconclusive. Unless noted, no stated cut-off is given here; in the data, active means inhibition above about 40%.
SMILES,RGS7-Gao,Bim-Mcl-1,Bcl-W Bim block,ABCG2 inh,Bim-Bcl-B,RGS8-Gao,Bim-Bcl-XL,RGS4-Gao reg,Bcl-2 Bim block,Bfl-1 Bim block,ABCB1 block
CCN(CC)C(=O)c1ccc2c(=O)n(CCOC)c(=S)[nH]c2c1,93,1,2,1,-3,100,-9,90,-6,-10,-0.1
CCCn1nc(NC(=O)c2ccco2)c2cc3ccccc3nc21,98,-3,0,27,3,98,0,98,1,2,2.2
CC/C(=N\NC(=O)CSc1ncccn1)c1ccc2c(c1)OCCO2,99,-26,-11,3,-18,98,-17,99,-9,-8,0.6
Cc1ccn2cc(C(=O)NC3CCN(Cc4ccccc4)CC3)nc2c1,101,1,-1,4,1,101,-2,103,1,-1,0.9
CCN=c1scc(-c2ccco2)n1/N=C/c1ccc(O)cc1,109,3,8,45,2,98,8,104,2,5,-1.3
CC(CCc1ccccc1)NC(=O)C1CCN(c2nnc(-n3cccc3)s2)CC1 (stereo not drawn),98,1,3,2,-3,104,-1,99,-1,-2,0.3
CC1CCc2c(C(=O)NCCCN3CCOCC3)csc2C1 (stereo not drawn),102,1,3,0,-3,97,-2,100,0,-8,0.0
Cc1n[nH]c(C)c1CCCCOc1ccccc1,98,-4,1,8,-2,101,1,102,-4,1,1.0
O=C(OCC(=O)N1CCOCC1)C(c1ccccc1)c1ccccc1,103,1,1,3,-6,101,0,106,-3,-11,1.0
CC1CCN(C(=S)NC2CC3CCC2C3)CC1 (stereo not drawn),101,2,-5,1,-9,92,-4,107,-2,-1,-0.3
Cc1cc2c(cc1C)NC(=O)CC(C(F)(F)C(F)(F)C(F)(F)F)=N2,104,-1,-3,1,-4,105,-5,105,-2,-2,-0.4
O=c1cc(CSc2ccccn2)[nH]c(=O)[nH]1,104,3,0,1,-1,101,-1,105,0,-8,0.1
Cc1cc(C2=CC(C)(c3cc(C)oc3C)Nc3nc(C(F)(F)F)nn32)c(C)o1 (stereo not drawn),101,-2,-1,3,-5,99,-1,101,-4,-3,0.9
CCOc1ccc(NC(=O)CCN2CCN(S(=O)(=O)c3ccc(OC)cc3)CC2)cc1,130,-15,-7,10,-13,122,-13,134,-10,-7,1.1
Cc1cc(C(=O)O)c(CCCN)s1,102,6,4,0,-2,101,1,100,-3,-7,0.0
O=C(CCSCCc1ccccn1)Nc1ccc(Br)cc1F,99,0,1,4,0,104,-1,101,1,0,0.2
CN(Cc1cccs1)C(=O)CCc1ccc(S(=O)(=O)N2CCOCC2)cc1,88,1,2,1,-4,97,-3,94,-6,-10,0.4
COCCn1c(-c2ccccc2)nc2ccccc21,92,-3,-3,3,-5,76,-7,91,0,0,1.2
COC(=O)c1ccc(NC(=O)C23CC4CC(C2)CC(n2cncn2)(C4)C3)cc1,101,-3,-5,7,-6,102,-4,99,1,-4,0.6
Cn1c(NCc2ccccc2)cc(=O)n(C)c1=O,98,-1,-1,0,-9,100,-4,99,-9,-15,0.1
CCN(CC(=O)NCc1cccs1)S(=O)(=O)c1ccc([N+](=O)[O-])cc1,?,-1,-3,5,-4,100,-2,102,-2,-6,0.8
Cc1cc(C)n2[nH]c(=O)c(N=Nc3cccc(C(F)(F)F)c3)c2n1,101,-3,-6,0,-9,102,-25,102,-9,-13,-1.9
Cc1ccc(S(=O)(=O)N(C)CC(=O)Nc2cccc(C)n2)cc1,101,0,0,1,-1,105,-1,103,-2,0,0.3
CCn1c(SCC(=O)Nc2ccccc2OC)nc2ccccc2c1=O,102,-3,0,9,0,103,-7,101,-3,-3,1.6
O=c1c2cc(N3CCOCC3)ccc2[nH]c(=S)n1CCCN1CCCCCC1,99,0,2,5,7,100,0,100,0,4,0.8

# Quoted at random: 2 records from the list.
SMILES,RGS7-Gao,Bim-Mcl-1,Bcl-W Bim block,ABCG2 inh,Bim-Bcl-B,RGS8-Gao,Bim-Bcl-XL,RGS4-Gao reg,Bcl-2 Bim block,Bfl-1 Bim block,ABCB1 block
Cc1cc(C)n2[nH]c(=O)c(N=Nc3cccc(C(F)(F)F)c3)c2n1,101,-3,-6,0,-9,102,-25,102,-9,-13,-1.9
CCCn1nc(NC(=O)c2ccco2)c2cc3ccccc3nc21,98,-3,0,27,3,98,0,98,1,2,2.2

# Laid out differently: results already given
# Screens in order – RGS7-Gao	Bim-Mcl-1	Bcl-W Bim block	ABCG2 inh	Bim-Bcl-B	RGS8-Gao	Bim-Bcl-XL	RGS4-Gao reg	Bcl-2 Bim block	Bfl-1 Bim block	ABCB1 block
Cc1cc(C(=O)O)c(CCCN)s1
→ 102	6	4	0	-2	101	1	100	-3	-7	0.0
O=C(CCSCCc1ccccn1)Nc1ccc(Br)cc1F
→ 99	0	1	4	0	104	-1	101	1	0	0.2
Cc1ccc(S(=O)(=O)N(C)CC(=O)Nc2cccc(C)n2)cc1
→ 101	0	0	1	-1	105	-1	103	-2	0	0.3

# Going on with the list:
SMILES,RGS7-Gao,Bim-Mcl-1,Bcl-W Bim block,ABCG2 inh,Bim-Bcl-B,RGS8-Gao,Bim-Bcl-XL,RGS4-Gao reg,Bcl-2 Bim block,Bfl-1 Bim block,ABCB1 block
NNC(=O)COc1ccc(F)cc1,99,-2,-6,1,-1,99,-4,101,-11,-13,0.3
Cc1cccc(N(C(=O)CNC(=O)c2cccs2)C(C(=O)NC2CCCC2)c2cccnc2)c1 (stereo not drawn),99,-2,-1,2,0,101,-6,103,-2,0,0.7
Cc1noc(C)c1CS(=O)(=O)Cc1ccc(Cl)cc1,99,0,-2,0,-1,99,-2,102,-2,-3,0.0
COC(=O)c1ccccc1Nc1ccccc1,97,3,0,2,0,100,-1,101,1,0,0.5
COC(=O)Nc1ccc(S(=O)(=O)Nc2cnc3ccccc3n2)cc1,97,2,0,9,-6,101,0,100,0,-2,-0.4
CN(C)/C=N/C(=S)Nc1cc(Cl)cc(Cl)c1,111,-2,-2,4,-17,101,-7,106,1,2,0.0
Cc1ccc(S(=O)(=O)N/N=C\c2ccc3c(c2)OCO3)cc1,97,3,1,0,-4,97,-1,103,-4,-11,-0.1
CCCCn1c(=NC(=O)c2cccnc2)c(C#N)cc2c(=O)n3cccc(C)c3nc21,94,-6,-4,-1,-3,89,-4,95,0,0,0.8
Cc1ccc(C2=NN(CC(=O)NCc3cccnc3)C(=O)CC2)cc1,108,-2,-1,6,-1,107,0,103,-3,-10,0.3
O=C(CCn1c(=S)oc2ccccc21)N1CCCCC1,105,-4,0,0,-9,103,-6,102,-6,-7,0.0
COCCCNC(=O)c1cc2c(=O)n3cccc(C)c3nc2n(C(C)C)c1=N,94,-2,-1,2,0,99,-2,95,-2,-2,0.1
COc1ccnc(Oc2ccc(Cl)cc2)c1C#N,106,0,1,4,1,102,1,107,-3,-3,0.0
O=C1N/C(=N\N=C\c2cccs2)SC1Cc1cccc(Cl)c1Cl (stereo not drawn),107,-9,-5,-4,-4,112,-6,104,-4,-2,-0.7
CCc1nn2c(NCCOC)cc(C)nc2c1-c1ccc(F)cc1,99,-1,0,10,-5,99,-4,98,-1,-8,1.6
O=C(C1CC1)N1CCc2cc(Br)cc(S(=O)(=O)NCC3COc4ccccc4O3)c21 (stereo not drawn),98,-2,-1,0,-1,100,0,99,-1,-1,0.1
O=C(CSc1ccccn1)c1ccc2c(c1)OCO2,98,-1,0,-4,-7,100,-2,102,-8,-11,-4.6
CCOc1ccc(NC(=O)NC23CC4CC(CC(C4)C2)C3)cc1,96,0,-1,16,-4,86,2,103,-9,-6,0.4
CC(C)NC(=O)c1onc(CSc2ccc(F)cc2)c1C(=O)O,98,0,-2,5,-7,106,-7,99,-5,-11,0.8
C1CCCN(CCCCN2CCCCCC2)CC1,100,8,5,0,0,101,0,100,1,0,-0.1
COc1ccc(/C=N\NC(=O)c2ccc(=O)[nH]n2)cc1O,104,-2,-6,5,-5,105,-3,101,1,2,-0.3
O=C(Nc1ccc(Oc2ccc(NC(=O)C3CCCO3)cc2)cc1)C1CCCO1 (stereo not drawn),98,-1,2,3,-6,100,-13,100,-4,-7,0.7
CS(=O)(=O)Nc1nnc(SCC(=O)Nc2cccc([N+](=O)[O-])c2)s1,103,-3,-3,-3,7,106,-3,105,1,2,-0.7
Clc1ccc2nc3ccccn3c2c1,103,1,1,6,-4,111,-2,105,-8,-7,0.2
CCc1ccc(OCc2nnc(SCC(=O)N3CCOCC3)o2)cc1,108,1,0,2,3,118,-4,107,-3,0,1.1
COc1ccc(OCC(=O)Nc2ccc(S(=O)(=O)Nc3nc(C)cc(C)n3)cc2)cc1,98,2,0,-5,-3,104,-1,101,-2,-6,-0.6
# Following part
SMILES,RGS7-Gao,Bim-Mcl-1,Bcl-W Bim block,ABCG2 inh,Bim-Bcl-B,RGS8-Gao,Bim-Bcl-XL,RGS4-Gao reg,Bcl-2 Bim block,Bfl-1 Bim block,ABCB1 block
CCOC(=O)c1cnc2c([N+](=O)[O-])cnn2c1C,103,-1,-4,1,-4,104,-3,101,-1,-7,-0.1
Cc1noc(C)c1C(=O)NCc1ccco1,95,-5,-5,0,-10,102,-8,99,-12,-12,0.2
COc1ccc(C2C(C(N)=O)=C(C)Nc3nc(-c4cccc(Cl)c4)nn32)cc1OC (stereo not drawn),99,-3,0,3,-10,100,-9,100,-10,-17,0.2
O=C(Nc1ccc(Cl)cc1)NC1CCCCC1,100,1,1,10,0,101,0,101,-1,-1,0.8
CCC(CC)C(=O)NCCc1cc2c(OC)ccc(OC)c2[nH]c1=O,103,0,2,2,-3,104,0,104,0,-4,0.3
CN(c1ccccc1)S(=O)(=O)c1cc(C(=O)N2CCN(c3ccccn3)CC2)ccc1Cl,95,-1,1,2,-1,102,-2,95,0,0,2.3
CCOC(=O)C1CN(S(=O)(=O)c2ccc(OC)cc2)c2cc(CC(=O)OC)ccc2O1 (stereo not drawn),98,-4,0,1,-3,103,-5,103,0,-2,0.6
CCOC(=O)N1CCN(C(=O)CN(C2CCCCC2)S(=O)(=O)c2ccc(Cl)cc2)CC1,96,3,-1,1,-2,98,-3,99,2,-2,0.6
Cc1cccc(C(CC(=O)N2CCCC2)c2ccccc2)c1O (stereo not drawn),102,2,3,0,2,104,2,100,5,-1,0.1
CC1CCC(N2CCN(c3ncccn3)CC2)C1 (stereo not drawn),81,0,-1,0,-8,100,1,68,-6,-13,0.1
Cc1ccc(/C(O)=C2/C(=O)C(=O)N(CCN3CCOCC3)C2c2cccs2)cc1 (stereo not drawn),104,0,2,-1,0,100,-2,102,0,-3,-0.1
CC(=O)Cc1nsc(NC(=O)c2ccc(COc3ccc(C)cc3)o2)n1,100,1,-2,2,-4,101,-7,102,-4,-8,0.3
CN(Cc1ccccc1NC(=O)c1ccc(S(=O)(=O)N(C)C)cc1)C1CCCCC1,100,0,0,9,-3,102,0,101,-2,-7,0.8
CCOC(=O)c1cccc(NC(=O)CSc2nnc(-c3ccoc3C)n2CCOC)c1,92,0,0,6,1,88,-5,86,3,3,2.5
Cc1cccc2c(C(=O)O)cc(-c3cccnc3)nc12,100,5,4,1,2,101,0,104,4,0,0.6
CC(C)CCNC(=O)COc1ccc(N(C)S(=O)(=O)c2ccc(F)cc2)cc1,106,1,-1,10,-2,105,-2,103,0,-5,1.0
CCC(=O)Nc1ccc(C(=O)Nc2ccc(Br)cc2F)cc1,99,3,0,9,-2,101,1,102,-4,-6,1.5
Cc1ccccc1NC(=O)CSc1nc(COc2ccccc2)nc2ccccc12,96,-6,-7,2,-8,101,-9,100,-2,0,0.9
COc1cc(C=O)ccc1OCc1cccc(Br)c1,105,-2,-1,5,-5,105,-5,107,-3,-1,2.5
